Screening results as filed in PubChem.
Vif-APOBEC3G blk: inhibitors of Vif-APOBEC3G interaction. Q9HC16. HeLa A3G-eYFP + Vif (tagged APOBEC3G with the HIV-1 protein that degrades it), YFP fluorescence, overnight. Potency, µM (titrated, usually from 46.1 µM), without a hit: at the top dose activity, negative = active, usual class: inhibitors. 410,000 compounds, 0.076% hits. AID 602310;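 also: % is scaled to controls: 0 for no effect and ±100 for the full control effect; nearly all actives have a fitted effect of over 60% in size; hits raise eYFP signal because A3G escapes Vif-driven loss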
Target sequence (Q9HC16 whole entry, looked up): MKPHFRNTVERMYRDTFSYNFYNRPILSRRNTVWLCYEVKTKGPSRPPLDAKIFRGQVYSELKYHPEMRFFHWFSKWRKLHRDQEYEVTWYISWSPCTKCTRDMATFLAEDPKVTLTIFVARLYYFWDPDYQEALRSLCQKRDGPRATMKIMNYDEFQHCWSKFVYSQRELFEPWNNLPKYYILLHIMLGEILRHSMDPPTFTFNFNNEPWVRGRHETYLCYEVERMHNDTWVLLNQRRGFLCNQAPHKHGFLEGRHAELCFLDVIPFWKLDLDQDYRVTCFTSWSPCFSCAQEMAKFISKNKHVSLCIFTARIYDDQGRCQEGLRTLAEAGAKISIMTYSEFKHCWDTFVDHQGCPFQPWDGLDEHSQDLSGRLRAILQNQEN
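Read-out is eYFP fluorescence (Ex 488/Em 500-530) from Vif-expressing HeLa A3G-eYFP cells; more signal means A3G escaped Vif-mediated degradation. Cells plated overnight, compound pinned in, incubated overnight at 37 deg C.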
TrxR1 substrate: is turned over as a substrate by rat TrxR1; O89049; purified TrxR1 substrate turnover, NADPH consumption readout; Potency, µM (highest dose often 114 µM), inactives show at the highest dose activity change, negative = substrate turnover; 390,000 compounds, 0.01% hits; AID 588456; also: % is scaled to controls: 0 for no effect and ±100 for the full control effect; nearly all actives have a fitted effect of over 50% in size
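Rat TrxR1, dispensed at 90 nM, was prereduced with 400 uM NADPH (final) for 5 min at ~22 deg C, then incubated with compound 15 min before 400 uM selenite. A first-read NADPH fluorescence drop versus no-compound background flagged substrates.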
ALOX12 inh: ALOX12 (human) lipoxygenase inhibition; P18054; AID 1671190; 580,000 compounds, 1.1% hits; Potency, µM (doses to about 108 µM), inactives show at the highest dose activity change, negative = inhibition, usual class: inhibitors; purified 12hLO, xylenol orange hydroperoxide absorbance; also: % is scaled to controls: 0 for no effect and ±100 for the full control effect
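Purified human 12hLO at 150 nM in 25 mM Hepes, 0.01% Triton X-100, pH 7.0, preincubated 15 min at room temperature with compound. Reaction started with 40 uM arachidonic acid, 30 min at room temperature. Hydroperoxide measured by Fe-xylenol orange, 573/405 nm absorbance ratio.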
TrxR1 inh: inhibitors of rat thioredoxin reductase 1; 390,000 compounds, 1% hits; recombinant rTrxR1, NADPH fluorescence consumption, selenite substrate; AID 588453; Potency, µM (top dose mostly 114 µM), without a hit: top-dose activity change, negative = inhibition, hits mostly inhibitors; also: % is scaled to controls: 0 for no effect and ±100 for the full control effect; nearly all actives have a fitted effect of over 65% in size
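Rat TrxR1 (90 nM in the dispensed reagent) was pre-reduced with 400 uM NADPH for 5 min at room temperature, then incubated with compound for 15 min. After 400 uM selenite was added, NADPH fluorescence (Ex 340/Em 450 nm) was followed for 8 min.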
IDH1 R132H inh: human IDH1 R132H inhibition. O75874. IDH1-R132H enzyme, NADPH consumption, diaphorase/resazurin fluorescence. Potency, µM (series often up to 76.6 µM), for inactives: at the highest dose activity change, negative = inhibition, usual class: inhibitors. 390,000 compounds, 0.093% hits. AID 602179; also: % is scaled to controls: 0 for no effect and ±100 for the full control effect; nearly all actives have a fitted effect of over 65% in size
Target sequence (O75874 whole entry R132H, stated change not applied): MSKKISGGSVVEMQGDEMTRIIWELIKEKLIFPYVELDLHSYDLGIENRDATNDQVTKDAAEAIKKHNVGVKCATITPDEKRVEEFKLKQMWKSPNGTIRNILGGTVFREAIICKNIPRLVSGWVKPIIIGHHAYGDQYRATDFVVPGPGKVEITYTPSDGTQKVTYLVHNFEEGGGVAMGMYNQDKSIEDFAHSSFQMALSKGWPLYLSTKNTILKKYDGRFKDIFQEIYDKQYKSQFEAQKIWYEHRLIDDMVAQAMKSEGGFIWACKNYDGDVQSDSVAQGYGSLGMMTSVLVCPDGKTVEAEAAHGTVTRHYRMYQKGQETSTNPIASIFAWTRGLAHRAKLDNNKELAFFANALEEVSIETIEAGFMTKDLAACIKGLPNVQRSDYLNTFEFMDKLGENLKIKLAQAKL
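IDH1-R132H (0.5 ug/mL dispensed) in pH 7.5 Tris buffer was preincubated 30 min with compound, then given a substrate mix of 0.016 mM NADPH and 2 mM alpha-KG for 80 min at room temperature; remaining NADPH was read by diaphorase/resazurin fluorescence.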
RGS4 inhibitor: blocks human RGS4-accelerated GTP hydrolysis; Transcreener GDP fluorescence polarization, RGS4-accelerated GTP hydrolysis; Potency, µM (highest dose often 114 µM), for the others: top-dose activity change, negative = inhibition, actives largely listed as inhibitors; 390,000 compounds, 0.039% hits; AID 504845; also: % is scaled to controls: 0 for no effect and ±100 for the full control effect; nearly all actives have a fitted effect of over 75% in size; some results filed as inactive show a strong effect at the top dose
Target sequence (P49798 whole entry, looked up): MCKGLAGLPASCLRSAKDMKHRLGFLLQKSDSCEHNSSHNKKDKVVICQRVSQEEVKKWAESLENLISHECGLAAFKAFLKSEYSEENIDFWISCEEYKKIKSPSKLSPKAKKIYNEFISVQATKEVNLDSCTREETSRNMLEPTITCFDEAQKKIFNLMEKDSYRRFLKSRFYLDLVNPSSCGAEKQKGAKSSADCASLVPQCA
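MLSMR compounds (23 nl, pin-transferred) preincubated 10 min at room temperature with a 500nM (2x) first reagent, then RGS4 at 900nM (2x) plus Transcreener GDP mix added; fluorescence polarization (620/688 nm) read before and after 90 min at 30 °C.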
USP1 inh: blocks the human USP1/UAF1 deubiquitinase complex | O94782 | recombinant USP1/UAF1, Ub-Rhodamine cleavage fluorescence | Potency, µM (highest dose often 57.1 µM), for the others: at the highest dose activity change, negative = inhibition, usual class: inhibitors | 390,000 compounds, 0.23% hits; also: % is scaled to controls: 0 for no effect and ±100 for the full control effect; nearly all actives have a fitted effect of over 60% in size; inactives centre near -12
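Step one: compound is pinned into 1nM USP1/UAF1 in HEPES pH 7.8 buffer with TCEP. Step two: 15 min room-temperature incubation. Step three: Ub-Rho (150nM final) starts cleavage, tracked by fluorescence over six one-minute reads.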
Vif-A3F inh: inhibitors of Vif-A3F interaction; HeLa A3F-eYFP + Vif (tagged APOBEC3F with the HIV-1 protein that degrades it), YFP fluorescence increase; Potency, µM (titrated, usually from 46.1 µM), inactives show top-dose activity, negative = active; 390,000 compounds, 0.2% hits; AID 602313; also: % of control where 0% means no effect; nearly all actives have a fitted effect of over 65% in size
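Fluorescence increase (Ex 488/Em 500-530) after overnight compound treatment at 37 deg C flags inhibition of Vif-driven A3F-eYFP loss in stable HeLa A3F-eYFP/Vif cells seeded overnight beforehand.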
RXFP1 agonist: activates the human relaxin receptor RXFP1. AID 2676. HEK293T-RXFP1 cAMP TR-FRET, 30 min; response scale: percent of porcine relaxin response, buffer zero. Q9HBX9. 370,000 compounds, 0.3% hits. Potency, µM (series often up to 57.5 µM), inactives show at the top dose activation, most hits filed as activators; also: % is scaled to controls: 0 for no effect and ±100 for the full control effect; nearly all actives have a fitted effect of over 60% in size; many of its hits are not listed in these tables
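cAMP rise read by TR-FRET after 30 min, 37C compound exposure (up to 58 uM) in RXFP1-transfected HEK293 cells with Ro 20174 present. EC50 from Hill-equation fits, with 29 nM porcine relaxin as 100% and buffer as basal.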
Starred values were filed as active, the others as inactive; u = inconclusive; x = not tested or not shown; & = joins results of further samples; [ ] = another dose, or the depositor's remark. Calls follow the shape of the dose curve; as a rule, active = well fitted curve in the direction sought with a large enough effect; inconclusive = small, poorly fitted or top-dose-only effect, or another doubt; inactive = no such curve, though single readings can be large; an effect the other way counts as inactive or inconclusive. Potency is read from the fitted curve at half-maximal effect. Only part of the results is shown; count on the stated rates, not on these rows.

SMILES | Vif-APOBEC3G blk | TrxR1 substrate | ALOX12 inh | TrxR1 inh | IDH1 R132H inh | RGS4 inhibitor | USP1 inh | Vif-A3F inh | RXFP1 agonist
CCc1sc(C(=O)NNC(=O)c2cncc(Br)c2)cc1C | -6.5% | -6.5% | 173.0%[activator] | -6.6% | 1.8% | -14.2% | -14.2% | 1.6% | x
Cn1c(=O)[nH]c(=O)c2c1nc(NC1CCCCC1)n2CCO | 1.6% | -7.2% | 9.5%&-5.3% | 4.7% | -7.1% | 11.0% | -13.9% | -5.8% | 0.3%
CCOc1ccc(NC(=O)CSc2nc(C3CC3)nc3ccccc23)cc1 | 1.0% | 6.7%[57.1 µM] | 0.7% | 24.1%[57.1 µM] | 11.7% | 13.7% | u | 8.6% | -2.9%
CC(C)[C@H](NC(=O)c1ccccc1Cl)C(=O)OCC(=O)NC(=O)NC1CCCC1 | -1.7% | -7.1% | 1.4% | -6.8% | 7.2% | -28.6% | -19.1% | -0.9% | 0.1%
CCOC(=O)N1C(=O)NC(=O)C1c1ccc(OC)cc1 (stereo not drawn) | -0.3% | 10.8%[57.1 µM] | -6.9% | 18.5%[11.4 µM] | 4.2% | -35.9% | -2.4% | 20.2% | x
COc1ccc(CCC(=O)NNC(=O)Cn2nc(C)cc2C)cc1 | 0.9% | -0.4% | x | 3.4% | -9.2% | 22.0% | -13.7% | -4.4% | 0.1%
COc1ccc(C(=O)Nn2c(SCC(=O)NC3CCCCC3)nc3ccccc3c2=O)cc1 | -14.2% | 10.0% | 0.0% | 25.4% | -2.2% | 6.7% | -13.8% | -4.6% | -1.5%
COc1cc(C)cc(C(=O)O)c1C1=C(O)c2cccc(O)c2C(=O)C1=O | 0.2% | 1.4% | 14.8% | -0.1% | -5.0% | -5.2% | -26.9% | 0.0% | 0.8%
CCOC(=O)c1ccc(Oc2c(C)oc3c(CN4CCN(C)CC4)c(O)ccc3c2=O)cc1 | -0.1% | 457.7%[activator] | 7.6% | -43.0% | 2.7% | -21.3% | 4.6% | 0.3% | 7.9%
Cn1nnnc1NCc1ccc(Cl)c(Cl)c1 | 3.1% | -11.2%[57.1 µM] | -18.2% | 22.2%[57.1 µM] | 4.9% | -24.8% | -16.6% | 1.6% | 2.1%
Cc1cc(C)c2oc(C(=O)Nc3ccc(S(=O)(=O)Nc4ncccn4)cc3)cc(=O)c2c1 | 0.4% | -2.4% | u | 3.2% | 12.5% | -7.0% | -22.9% | 2.2% | 11.9%
Cc1cccc(-c2nc(CS(=O)CC(=O)NC(C)CCc3ccccc3)c(C)o2)c1 (stereo not drawn) | 4.1% | -1.5% | -3.3% | 17.8µM* | 4.3% | 19.7%[11.4 µM] | -12.4% | -5.3% | -1.5%
Fc1ccc(C(c2nnnn2Cc2ccco2)N2CCN(C3CCCCC3)CC2)cc1 (stereo not drawn) | 4.0% | 3.0% | -5.6% | u | 10.9% | -23.0% | -12.6% | 0.3% | 0.3%
CCc1ccc(NS(=O)(=O)c2ccc(NC(=O)N3CCCC3)cc2)cc1 | 1.2% | -6.6%[57.1 µM] | -4.9% | 1.8%[57.1 µM] | -0.5% | 6.2% | -8.8% | 0.4% | -1.2%
CC(=O)N(C)C(c1ccc(N(C)C)cc1)c1nnnn1-c1c(C)cccc1C (stereo not drawn) | -8.6% | -14.2% | 8.5% | -16.4% | 3.0% | 19.5% | 6.3% | 1.2% | 3.1%
CC1CCCN(C(=O)CCNS(=O)(=O)c2ccc3c(c2)oc(=O)n3C)C1 (stereo not drawn) | -6.3% | 3.2% | -0.1% | 18.5% | 7.8% | -4.0% | -21.0% | 0.2% | 2.7%
Clc1ccc(OCc2nc(-c3ccncc3)no2)cc1 | -2.1% | 8.0% | 8.1% | 10.9% | 1.5% | -6.6% | -8.3% | -10.7% | -0.2%
Cc1cc(C(=O)NCc2cccs2)no1 | -0.5% | 4.3% | 21.1% | 17.2% | -0.5% | 8.7% | -11.7% | -11.6% | 1.9%
CCCCC(c1nnnn1Cc1ccco1)N1CCN(C(=O)c2ccco2)CC1 (stereo not drawn) | 3.0% | -0.8%[57.1 µM] | u | u | 1.1% | -23.0% | -6.1% | 6.0% | 0.7%
CCCCc1ccc(NC(=S)N2CCN(c3ncccn3)CC2)cc1 | -3.3% | 4.3% | -4.5% | 12.0%[57.1 µM] | 0.7% | -18.9% | -16.1% | 0.9% | 0.6%
CN1CCN(S(=O)(=O)Cc2ccc(Cl)cc2)CC1 | -6.4% | 2.9% | 0.0% | 18.3% | -4.8% | -43.4% | -20.5% | 12.2% | 2.0%
COc1cccc(NC(=O)c2ccc3nc(C)sc3c2)c1 | 1.2% | 1.3% | -13.5% | 9.4% | 14.0% | -24.6% | -18.9% | -3.3% | 0.0%
CCCc1nc2oc3c(=O)[nH]cnc3c2c2c1CCCC2 | 0.0% | -0.4% | 0.2% | -8.1% | 11.0% | -1.4% | -3.9% | -7.2% | 3.3%
Cc1ccc(S(=O)(=O)NCCc2nnc3ccc(SCc4cccnc4)nn23)cc1 | -2.1% | -12.5% | 2.5% | -13.8% | -5.8% | -24.3% | -20.5% | 32.3%[activator] | 2.9%

Some of the entries above in another layout:
compound: COc1cccc(NC(=O)c2ccc3nc(C)sc3c2)c1
  Vif-APOBEC3G blk = 1.2%
  TrxR1 substrate = 1.3%
  ALOX12 inh = -13.5%
  TrxR1 inh = 9.4%
  IDH1 R132H inh = 14.0%
  RGS4 inhibitor = -24.6%
  USP1 inh = -18.9%
  Vif-A3F inh = -3.3%
  RXFP1 agonist = 0.0%

compound: CCCc1nc2oc3c(=O)[nH]cnc3c2c2c1CCCC2
  Vif-APOBEC3G blk = 0.0%
  TrxR1 substrate = -0.4%
  ALOX12 inh = 0.2%
  TrxR1 inh = -8.1%
  IDH1 R132H inh = 11.0%
  RGS4 inhibitor = -1.4%
  USP1 inh = -3.9%
  Vif-A3F inh = -7.2%
  RXFP1 agonist = 3.3%

compound: Cc1ccc(S(=O)(=O)NCCc2nnc3ccc(SCc4cccnc4)nn23)cc1
  Vif-APOBEC3G blk = -2.1%
  TrxR1 substrate = -12.5%
  ALOX12 inh = 2.5%
  TrxR1 inh = -13.8%
  IDH1 R132H inh = -5.8%
  RGS4 inhibitor = -24.3%
  USP1 inh = -20.5%
  Vif-A3F inh = 32.3%[activator]
  RXFP1 agonist = 2.9%

Later entries.
SMILES | Vif-APOBEC3G blk | TrxR1 substrate | ALOX12 inh | TrxR1 inh | IDH1 R132H inh | RGS4 inhibitor | USP1 inh | Vif-A3F inh | RXFP1 agonist
Cc1ccc(S(=O)(=O)N2CCOCC2)cc1C(=O)NC(=S)N(Cc1ccccc1)C(C)C | -0.3% | -9.6% | -3.4% | -21.6% | 3.9% | -17.1% | -20.0% | -10.8% | 2.3%
O=C(CN1CCCCC1)Nc1cc(Cl)ccc1Oc1ccccc1 | -4.2% | -5.7%[57.1 µM] | -3.3% | 17.9%[57.1 µM] | 1.3% | -36.9% | -19.0% | 5.6% | -0.4%
O=C(CSc1nc(-c2ccccc2)[nH]c1-c1ccccc1)Nc1ccc2c(c1)OCO2 | u | 5.4% | -15.8% | -5.5% | 9.4% | -14.3% | -13.8% | 1.5% | 1.0%
CC(C)C(=O)Nc1cccc(C(=O)Nc2nnc(C(C)(C)C)s2)c1 | -3.7% | -4.1% | u | -1.7% | 4.0% | -9.4% | -18.3% | -6.6% | 2.9%
O=S(=O)(c1ccc(OCC(O)CN2CCN(c3ccccc3Cl)CC2)cc1)N1CCOCC1 (stereo not drawn) | 0.2% | -4.9% | -10.3% | 12.6% | 0.8% | -4.2% | -11.8% | 4.3% | -0.2%
C=CCN=C1N[C@@H](c2ccc(Br)cc2)C(C(=O)OC)=C(C)N1Cc1ccccc1 | -20.8% | -9.5% | x | -12.7% | x | x | x | x | 0.0%
O=C(/C=C/c1cccc(Cl)c1)NNC(=O)c1ccncc1 | 1.9% | -6.5% | 113.7%[activator] | 2.4% | 19.2% | 3.7% | -9.8% | 4.6% | -1.2%
O=C(OCn1nnc2ccccc2c1=O)c1ccco1 | -1.0% | 10.6%[57.1 µM] | 17.3% | 9.4%[57.1 µM] | -2.4% | 16.2% | 2.3% | 0.7% | 2.5%
O=C1Nc2cc(C(=O)N3CCN(Cc4ccccc4)CC3)ccc2SC1N1CCOCC1 (stereo not drawn) | -2.4% | -8.0% | 0.0% | -25.7% | -3.3% | 5.8% | 3.7% | -14.4% | 0.8%
CCCCC(=O)OCc1cn(-c2ccc(Cl)cc2)nn1 | 0.3% | 1.5% | 1.4% | 25.9% | 11.9% | -4.2% | -4.9% | 0.0% | -1.8%
Cc1ccc(OCCSc2nc(NC(C)C)nc(NC(C)C)n2)cc1 | -3.8% | -0.7% | -15.9% | 4.8% | -1.4% | 24.2% | -25.2% | -4.6% | 3.7%
O=C(C[n+]1cccc(CNC(=O)c2ccc(OC(F)F)cc2)c1)Nc1cc(C(F)(F)F)ccc1Cl | -0.2% | -5.4% | u | -7.4% | -1.5% | 27.0% | -18.1% | -2.4% | 0.2%
O=C1C2C(c3cccc(/C=C/c4ccccc4)c3)CC=CC2C(c2ccc3ccccc3c2)N1Cc1ccccc1 (stereo not drawn) | -1.3%&2.2% | 13.5%&26.7% | -1.6% | -1.0%&34.2% | -4.7% | 10.6%&4.4% | -23.2% | -5.1% | 0.0%
